Source: PubChem (several laboratories)
STAT1 inh: STAT1 signaling inhibition. actives 0.35% (n = 200,000). AID 920. inhibition, % at 5.5 µM. NIH 3T3 STAT1-luciferase reporter, IFN-gamma, luminescence;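 active = inhibition above a set limit, the mean inhibition across all tested compounds plus 3 SD, cut at about 34% in these data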;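 note: 0% = IFN-gamma with DMSO and 100% = IFN-gamma with 300 µM nifuroxazide; values of inactives mirror those of a sister screen read the other way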
NF-kB expr up: NF-kB expression increase, human neuronal cells. actives 1.6% (n = 190,000). fold change at 12.5 µM. NF-kB reporter expression; active compounds read high. AID 1239; in the data active = fold change above about 3.3
STAT3 blocker: reduces IL-6 driven STAT3 reporter signal; actives 0.89% (n = 190,000); inhibition, % at 5.5 µM; U3A cells, IL-6 STAT3-luciferase reporter, luminescence; host cell line lacks STAT1;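 active = inhibition above the mean inhibition across all screened compounds plus 3 SD, cut at about 44% in these data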;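 note: 0% = DMSO only wells and 100% = 100 µM nifuroxazide control wells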
FLuc inhib CS: Photinus pyralis luciferase inhibition counter-screen | inhibition, % at 10 µM | P08659 | ATPLite firefly luciferase biochemical luminescence, 10 min | actives 1.5% (n = 200,000) | AID 1006;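 active = inhibition above about 50% when tested at 10 µM, limit read from the data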
Target sequence (P08659 whole entry, looked up): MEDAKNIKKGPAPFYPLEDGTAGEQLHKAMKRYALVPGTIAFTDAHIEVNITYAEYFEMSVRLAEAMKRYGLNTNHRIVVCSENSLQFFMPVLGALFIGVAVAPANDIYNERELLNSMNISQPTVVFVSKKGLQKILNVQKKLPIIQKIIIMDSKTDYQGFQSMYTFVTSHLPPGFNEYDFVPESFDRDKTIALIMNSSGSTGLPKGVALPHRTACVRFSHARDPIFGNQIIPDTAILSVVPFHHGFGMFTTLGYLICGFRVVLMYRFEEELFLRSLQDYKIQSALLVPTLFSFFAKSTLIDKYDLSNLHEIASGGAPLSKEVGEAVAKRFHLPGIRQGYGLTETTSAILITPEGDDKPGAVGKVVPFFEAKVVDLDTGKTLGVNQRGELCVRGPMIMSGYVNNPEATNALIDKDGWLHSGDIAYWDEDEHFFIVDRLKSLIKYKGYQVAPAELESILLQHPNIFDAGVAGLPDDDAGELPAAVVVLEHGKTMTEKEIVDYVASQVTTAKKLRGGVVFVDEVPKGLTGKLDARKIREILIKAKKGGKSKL
APP 5UTR inh: APP translation inhibition; SH-SY5Y APP 5'UTR-luciferase reporter, luminescence; inhibition, % at 2 µM; actives 0.82% (n = 190,000);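 active = inhibition above a set limit, derived from the sample mean plus 3 SD, cut at about 45% in these data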; note: values of inactives mirror those of a sister screen read the other way
RAM network inh: inhibitors of the yeast RAM network; S. cerevisiae dse1pr::URA3 reporter, 5-FOA growth OD615, 2 d; analog-sensitive cbk1-as2 kinase mutant strain; inhibition, % at 50 µM; actives 1.8% (n = 190,000);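 active = inhibition above a set limit, 3 SD over mean compound inhibition, cut at about 8.4% in these data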;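 note: 0% = DMSO-only wells with no growth and 100% = 10 µM 1-NA-PP1 full growth; inhibition rescues growth on 5-FOA so higher OD means more RAM inhibition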
STAT3 act: activators of IL-6 induced STAT3 signaling. U3A cells, IL-6 STAT3-luciferase reporter, luminescence; 100% = signal with IL-6 EC80 alone. activation (% of control), % at 5.6 µM. actives 0.91% (n = 190,000);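 active = activation above the screen-wide mean of compound activation plus 3 SD, cut at about 130% in these data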;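 note: 0% = background luminescence of wells with medium and substrate only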
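Detection: reporter luminescence signal / Assay system: STAT1-lacking human U3A cells, STAT3 luciferase reporter / Incubation: compound pre-incubation 1 h before IL-6, then 6 h stimulation at 37 °C / Control set: IL-6-only high control / Read-out: % activation relative to IL-6 control / Probe or stimulus: Interleukin-6, 33 ng/mL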
Hsp70 activator: switches on Hsp70 transcription | HeLa Hsp70 promoter luciferase reporter, luminescence; scaled: vehicle 0, proteasome-inhibitor control 100% | activation, % at 10 µM | actives 0.04% (n = 200,000);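 active = activation above the mean across all tested compounds plus 3 SD, cutoff set per campaign, cut at about 5.5% in these data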;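 note: 100% = MG132 at 30 µM as the positive control and 0% = DMSO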
APP 5'UTR act: APP 5'UTR luciferase reporter activation | activation, % at 2 µM | actives 1% (n = 190,000) | SH-SY5Y APP 5'UTR luciferase reporter, luminescence; zero percent = DMSO vehicle wells | AID 1276;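 active = activation above a set limit, based on mean plus 3 SD of controls, cut at about 140% in these data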; note: values of inactives mirror those of a sister screen read the other way
STAT1 activator: STAT1 signaling activation; NIH 3T3 STAT1-luciferase reporter, IFN-gamma, luminescence; 100% = IFN-gamma alone, no compound; activation (% of control), % at 5.5 µM; actives 2.6% (n = 200,000); AID 932;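 active = activation above the screen-wide mean activation plus 3 SD, cut at about 130% in these data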;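 note: raw ratio to IFN-gamma control signal so 100% means no change and 0% no light; values of inactives mirror those of a sister screen read the other way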
* marks the source's active call; other numbers are inactive results. Outcome played no part in choosing rows; overall some 7.7% were active at least once.

What do the screens show for `O=C(COC(=O)Cc1cccc(C(F)(F)F)c1)NC1CC1`?
STAT1 inh: -5; NF-kB expr up: 1.1; STAT3 blocker: 6; FLuc inhib CS: -5; APP 5UTR inh: 21; RAM network inh: -0.1; STAT3 act: 99; Hsp70 activator: -0.1; APP 5'UTR act: -21; STAT1 activator: 107

How did CCn1ncc(/C=N/NC(=O)c2ccc3c(c2)OCO3)c1C do in these assays?
STAT1 inh: 1; NF-kB expr up: 1.2; STAT3 blocker: 2; FLuc inhib CS: 20; APP 5UTR inh: 7; RAM network inh: 0.9; STAT3 act: 105; Hsp70 activator: -0.1; APP 5'UTR act: -7; STAT1 activator: 99

Results for CCOC(=O)N1CCC(N2C(=O)c3ccc(C(=O)NCc4ccc(F)cc4)cc3C2=O)CC1 ?
STAT1 inh: -6; NF-kB expr up: 1.4; STAT3 blocker: 7; FLuc inhib CS: -8; APP 5UTR inh: 0; RAM network inh: 2.9; STAT3 act: 94; Hsp70 activator: -0.2; APP 5'UTR act: 0; STAT1 activator: 106

What do the screens show for `CC(C)(C)NC(=O)CSc1nccn1Cc1ccccc1`?
STAT1 inh: -3; NF-kB expr up: 1; STAT3 blocker: 2; FLuc inhib CS: -9; APP 5UTR inh: -4; RAM network inh: 2.1; STAT3 act: 100; Hsp70 activator: 0.0; APP 5'UTR act: 4; STAT1 activator: 102

Results for Cn1c2ccc(Cl)cc2c2nc3ccccc3nc21 ?
STAT1 inh: -9; NF-kB expr up: 1.4; STAT3 blocker: -75; FLuc inhib CS: -4; RAM network inh: 7.1; STAT3 act: 173*; Hsp70 activator: -0.1; STAT1 activator: 108

What do the screens show for `COc1cccc(NC(=O)Cn2nnc(C(=O)Nc3ccccc3)c2N)c1`?
STAT1 inh: 3; NF-kB expr up: 1.7; STAT3 blocker: 9; FLuc inhib CS: 0; APP 5UTR inh: -9; RAM network inh: 2.0; STAT3 act: 99; Hsp70 activator: -0.2; APP 5'UTR act: 9; STAT1 activator: 97

How did Cn1c(=O)n(C)c2cc([N+](=O)[O-])c(N3CCN(C(=O)C(C)(C)C)CC3)cc21 do in these assays?
STAT1 inh: 4; NF-kB expr up: 0.66; STAT3 blocker: 5; FLuc inhib CS: -2; APP 5UTR inh: 10; RAM network inh: -1.0; STAT3 act: 98; Hsp70 activator: -0.4; APP 5'UTR act: -10; STAT1 activator: 95

Results for Cc1cc(N2CCN(c3nc(-c4ccccc4)cs3)CC2)c2ccccc2n1 ?
STAT1 inh: -6; NF-kB expr up: 0.65; STAT3 blocker: 10; FLuc inhib CS: -5; APP 5UTR inh: 2; RAM network inh: 0.2; STAT3 act: 93; Hsp70 activator: -0.4; APP 5'UTR act: -2; STAT1 activator: 104

Results for O=C(NCc1ccc(F)cc1)C(=O)NCC(c1ccco1)N1CCOCC1 (configuration not stated) ?
STAT1 inh: 4; NF-kB expr up: 1.3; STAT3 blocker: 25; FLuc inhib CS: -4; APP 5UTR inh: 5; RAM network inh: -0.9; STAT3 act: 86; Hsp70 activator: -0.3; APP 5'UTR act: -5; STAT1 activator: 95

Results for CNCCOc1ccc(Cl)c(Cl)c1 ?
STAT1 inh: -20; NF-kB expr up: 1.1; STAT3 blocker: 4; FLuc inhib CS: -6; APP 5UTR inh: 3; RAM network inh: 1.4; STAT3 act: 100; Hsp70 activator: -0.3; APP 5'UTR act: -3; STAT1 activator: 116

Results for COc1ccc([N+](=O)[O-])cc1N(CC(O)CN1CCCCC1)S(=O)(=O)c1ccc(C)cc1 (configuration not stated) ?
STAT1 inh: -5; NF-kB expr up: 0.97; STAT3 blocker: 2; FLuc inhib CS: 0; APP 5UTR inh: -1; RAM network inh: 1.4; STAT3 act: 106; Hsp70 activator: -0.3; APP 5'UTR act: 1; STAT1 activator: 105

What do the screens show for `CSc1c(CC(=O)Nc2ccc(F)cc2)n(Cc2ccccc2)c2ccccc12`?
STAT1 inh: -3; NF-kB expr up: 0.84; STAT3 blocker: 10; FLuc inhib CS: -9; APP 5UTR inh: -2; RAM network inh: 3.0; STAT3 act: 96; Hsp70 activator: 0.0; APP 5'UTR act: 2; STAT1 activator: 103

How did NC(=O)C1CCN(c2nc(-c3ccc(Br)cc3)cs2)CC1 do in these assays?
STAT1 inh: -35; NF-kB expr up: 1.8; STAT3 blocker: 10; FLuc inhib CS: -4; APP 5UTR inh: -54; RAM network inh: 2.0; STAT3 act: 95; Hsp70 activator: 0.2; APP 5'UTR act: 54; STAT1 activator: 131*

What do the screens show for `COc1ccc(S(=O)(=O)N2CCN(CC(=O)Nc3cc(OC)cc(OC)c3)CC2)cc1`?
STAT1 inh: -3; NF-kB expr up: 1.1; STAT3 blocker: 0; FLuc inhib CS: -3; APP 5UTR inh: 7; RAM network inh: 2.0; STAT3 act: 106; Hsp70 activator: -0.2; APP 5'UTR act: -7; STAT1 activator: 103

How did CCOC(=O)Cc1csc(/C(=N/O)C(N)=O)n1 do in these assays?
STAT1 inh: 7; NF-kB expr up: 1.3; STAT3 blocker: 3; FLuc inhib CS: -1; APP 5UTR inh: 0; RAM network inh: 1.7; STAT3 act: 100; Hsp70 activator: -0.4; APP 5'UTR act: 0; STAT1 activator: 95

What do the screens show for `Cn1c2ccccc2c2cc(C(=O)NNC(=O)CCl)sc21`?
STAT1 inh: -37; NF-kB expr up: 2; STAT3 blocker: -25; FLuc inhib CS: -8; APP 5UTR inh: -7; RAM network inh: 0.1; STAT3 act: 137*; Hsp70 activator: -0.2; APP 5'UTR act: 7; STAT1 activator: 133*

Results for CC(C)C(=O)Nc1ccc(C(=O)NCc2cccnc2)cc1 ?
STAT1 inh: 1; NF-kB expr up: 1; STAT3 blocker: 2; FLuc inhib CS: -8; APP 5UTR inh: -21; RAM network inh: -0.1; STAT3 act: 100; Hsp70 activator: 0.8; APP 5'UTR act: 21; STAT1 activator: 99

Results for COc1cccc(/C=N/NC(=O)CN2C(=O)NC3NC(=O)NC32)c1 (configuration not stated) ?
STAT1 inh: -7; NF-kB expr up: 0.94; STAT3 blocker: -7; FLuc inhib CS: 2; APP 5UTR inh: -5; RAM network inh: 1.8; STAT3 act: 108; Hsp70 activator: -0.1; APP 5'UTR act: 5; STAT1 activator: 106

Results for Cc1cccc(NC(=S)N2CCN(Cc3ccc4c(c3)OCO4)CC2)c1C ?
STAT1 inh: 3; NF-kB expr up: 1.1; STAT3 blocker: 2; FLuc inhib CS: -7; APP 5UTR inh: -2; RAM network inh: 0.9; STAT3 act: 105; Hsp70 activator: -0.5; APP 5'UTR act: 2; STAT1 activator: 97

Results for N#Cc1c2ccc(OCC(N)=O)cc2n2ccccc12 ?
STAT1 inh: -19; NF-kB expr up: 1.3; STAT3 blocker: 15; FLuc inhib CS: -2; APP 5UTR inh: -11; RAM network inh: 3.9; STAT3 act: 97; Hsp70 activator: 0.1; APP 5'UTR act: 11; STAT1 activator: 117

Results for CC(C)(C)c1nc(SCC(=O)N2CCCC2)c2ccccc2n1 ?
STAT1 inh: -5; NF-kB expr up: 1.2; STAT3 blocker: 9; FLuc inhib CS: -3; APP 5UTR inh: -9; RAM network inh: 1.0; STAT3 act: 97; Hsp70 activator: -0.3; APP 5'UTR act: 9; STAT1 activator: 104

What do the screens show for `COCCn1c(C)cc(C(=O)CSc2nc3ccccc3c(=O)n2C(C)COC)c1C` (configuration not stated)?
STAT1 inh: 21; NF-kB expr up: 0.65; STAT3 blocker: 1; FLuc inhib CS: 3; APP 5UTR inh: -5; RAM network inh: 0.2; STAT3 act: 103; Hsp70 activator: 8.6*; APP 5'UTR act: 5; STAT1 activator: 80

How did NC(=O)CSc1nnc(C2CC2)n1-c1ccccc1 do in these assays?
STAT1 inh: 5; NF-kB expr up: 1; STAT3 blocker: 6; FLuc inhib CS: -9; APP 5UTR inh: -6; RAM network inh: 0.0; STAT3 act: 98; Hsp70 activator: 0.0; APP 5'UTR act: 6; STAT1 activator: 95

How did CCc1cccc(CC)c1NC(=O)COC(=O)/C(C#N)=C/c1ccc(OC)cc1 do in these assays?
STAT1 inh: -7; NF-kB expr up: 1.1; STAT3 blocker: -9; FLuc inhib CS: -3; APP 5UTR inh: 4; RAM network inh: 8.1; STAT3 act: 108; Hsp70 activator: 0.2; APP 5'UTR act: -4; STAT1 activator: 107

What do the screens show for `Cc1ccccc1NC(=O)c1ccc2c(c1)OCCO2`?
STAT1 inh: -19; NF-kB expr up: 2.2; STAT3 blocker: 12; FLuc inhib CS: 21; APP 5UTR inh: -27; RAM network inh: -1.2; STAT3 act: 90; Hsp70 activator: 0.2; APP 5'UTR act: 27; STAT1 activator: 117

What do the screens show for `S=C(NCc1ccccc1)NCc1ccc2c(c1)OCO2`?
STAT1 inh: -3; NF-kB expr up: 0.96; STAT3 blocker: 4; FLuc inhib CS: -5; APP 5UTR inh: 3; RAM network inh: 0.4; STAT3 act: 101; Hsp70 activator: -0.3; APP 5'UTR act: -3; STAT1 activator: 103

How did CCOC(=O)C1(CCc2ccccc2)CCN(C(=O)c2occc2C)CC1 do in these assays?
STAT1 inh: -2; STAT3 blocker: -4; FLuc inhib CS: -6; APP 5UTR inh: -8; RAM network inh: 0.7; STAT3 act: 108; Hsp70 activator: -0.1; APP 5'UTR act: 8; STAT1 activator: 100

Results for CC(/C=N/NC(=O)c1ccc(CN2c3cccc4cccc(c34)S2(=O)=O)cc1)c1ccccc1 (configuration not stated) ?
STAT1 inh: 8; NF-kB expr up: 1.1; STAT3 blocker: 8; FLuc inhib CS: -5; APP 5UTR inh: -1; RAM network inh: 1.6; STAT3 act: 90; Hsp70 activator: -0.3; APP 5'UTR act: 1; STAT1 activator: 93

How did Cc1cc(C)c2cc(CN(CCN(C)C)C(=O)Nc3ccccc3Cl)c(=O)[nH]c2c1 do in these assays?
STAT1 inh: 0; NF-kB expr up: 1.1; STAT3 blocker: 8; FLuc inhib CS: -1; APP 5UTR inh: -12; RAM network inh: 0.1; STAT3 act: 95; Hsp70 activator: -0.2; APP 5'UTR act: 12; STAT1 activator: 98

Results for O=C(c1ccccc1NS(=O)(=O)c1ccc(Br)s1)N1CCOCC1 ?
STAT1 inh: -3; NF-kB expr up: 0.97; STAT3 blocker: 4; FLuc inhib CS: -2; APP 5UTR inh: -4; RAM network inh: 1.7; STAT3 act: 100; Hsp70 activator: -0.3; APP 5'UTR act: 4; STAT1 activator: 102

What do the screens show for `COc1ccc(C(=O)Nc2sc3c(c2C(=O)NCc2ccco2)CCCC3)cc1OC`?
STAT1 inh: -1; NF-kB expr up: 0.85; STAT3 blocker: 6; FLuc inhib CS: -10; APP 5UTR inh: 5; RAM network inh: 1.0; STAT3 act: 96; Hsp70 activator: 0.0; APP 5'UTR act: -5; STAT1 activator: 101

What do the screens show for `CCCC(=O)Nc1ccc(N2CCOCC2)cc1`?
STAT1 inh: -5; NF-kB expr up: 1.2; STAT3 blocker: -1; FLuc inhib CS: 4; APP 5UTR inh: -4; RAM network inh: 0.9; STAT3 act: 104; Hsp70 activator: -0.3; APP 5'UTR act: 4; STAT1 activator: 104
